Dicer inh: inhibitors of human Dicer processing of pre-microRNA; 47,000 tested, 6% active; AID 1347074; z-score at 25 µM; cat-ELCCA pre-miR-21 Dicer processing, chemiluminescence; stronger effect = higher value; Q9UPY3; in the data active means z-score above about 3, passing the limit was not always enough;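 further: plate controls were vehicle for no effect and no enzyme for full effect; higher signal means more uncleaved substrate so more Dicer inhibition; strong numbers were not always called active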
Target sequence (Q9UPY3 whole entry, looked up): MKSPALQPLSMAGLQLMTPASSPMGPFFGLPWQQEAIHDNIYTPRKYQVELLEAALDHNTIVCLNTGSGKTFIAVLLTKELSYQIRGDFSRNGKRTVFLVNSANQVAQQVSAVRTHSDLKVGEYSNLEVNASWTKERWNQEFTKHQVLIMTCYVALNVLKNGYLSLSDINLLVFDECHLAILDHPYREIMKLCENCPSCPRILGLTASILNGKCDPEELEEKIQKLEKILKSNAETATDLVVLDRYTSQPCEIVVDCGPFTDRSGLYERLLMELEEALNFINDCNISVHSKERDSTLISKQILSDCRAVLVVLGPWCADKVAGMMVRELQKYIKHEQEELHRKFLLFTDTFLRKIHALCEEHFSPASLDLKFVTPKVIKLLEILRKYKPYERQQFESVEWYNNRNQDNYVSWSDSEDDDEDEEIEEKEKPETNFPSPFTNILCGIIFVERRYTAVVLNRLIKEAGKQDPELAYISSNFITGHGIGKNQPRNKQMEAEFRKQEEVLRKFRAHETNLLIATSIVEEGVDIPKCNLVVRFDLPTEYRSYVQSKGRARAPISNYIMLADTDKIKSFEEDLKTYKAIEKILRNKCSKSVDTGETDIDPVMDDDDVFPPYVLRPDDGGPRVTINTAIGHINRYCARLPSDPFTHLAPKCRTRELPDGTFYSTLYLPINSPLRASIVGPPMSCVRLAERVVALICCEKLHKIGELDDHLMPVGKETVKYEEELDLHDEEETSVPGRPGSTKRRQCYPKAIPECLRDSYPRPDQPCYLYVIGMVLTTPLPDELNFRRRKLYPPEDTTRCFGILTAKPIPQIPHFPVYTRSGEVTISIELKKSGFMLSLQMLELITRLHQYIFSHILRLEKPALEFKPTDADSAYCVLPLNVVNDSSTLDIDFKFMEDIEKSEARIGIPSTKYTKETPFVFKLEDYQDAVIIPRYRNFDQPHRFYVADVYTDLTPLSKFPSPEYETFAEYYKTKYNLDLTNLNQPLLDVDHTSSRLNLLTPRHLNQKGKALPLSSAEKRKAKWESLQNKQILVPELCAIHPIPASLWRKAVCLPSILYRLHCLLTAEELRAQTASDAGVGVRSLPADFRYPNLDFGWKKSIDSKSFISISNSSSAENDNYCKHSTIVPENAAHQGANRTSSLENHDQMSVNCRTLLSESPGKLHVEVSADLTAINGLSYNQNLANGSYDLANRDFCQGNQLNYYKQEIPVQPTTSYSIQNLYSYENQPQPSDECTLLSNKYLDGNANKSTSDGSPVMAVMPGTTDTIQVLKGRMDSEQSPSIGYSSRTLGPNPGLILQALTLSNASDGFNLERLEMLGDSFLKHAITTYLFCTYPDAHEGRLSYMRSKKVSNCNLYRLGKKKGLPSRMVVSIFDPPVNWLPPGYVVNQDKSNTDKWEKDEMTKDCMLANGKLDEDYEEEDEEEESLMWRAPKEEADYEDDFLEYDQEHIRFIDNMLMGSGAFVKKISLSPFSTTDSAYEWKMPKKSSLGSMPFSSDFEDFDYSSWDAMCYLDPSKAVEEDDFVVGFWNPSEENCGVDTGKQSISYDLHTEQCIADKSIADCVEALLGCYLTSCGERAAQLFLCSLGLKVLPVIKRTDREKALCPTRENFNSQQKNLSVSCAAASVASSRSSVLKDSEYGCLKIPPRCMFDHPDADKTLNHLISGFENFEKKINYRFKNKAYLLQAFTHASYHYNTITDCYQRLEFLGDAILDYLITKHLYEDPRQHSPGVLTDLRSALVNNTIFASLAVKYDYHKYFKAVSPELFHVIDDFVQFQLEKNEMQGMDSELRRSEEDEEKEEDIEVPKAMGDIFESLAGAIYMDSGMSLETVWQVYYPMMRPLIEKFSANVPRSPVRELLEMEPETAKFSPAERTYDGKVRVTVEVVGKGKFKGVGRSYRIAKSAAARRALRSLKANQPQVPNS
* = called active by the depositor. An excerpt, so the mix of outcomes need not match the whole.

SMILES	Dicer inh
N#Cc1c(NC(=O)C2Cc3ccccc3CN2S(=O)(=O)c2ccc(F)cc2)sc2c1CCCC2 (configuration not stated)	-1.2
CCOC(=O)c1cc(C#N)c(Oc2ccc(C)cc2)nc1C(F)(F)F	-0.3
CN1N=C(c2coc3ccccc23)CC1(O)C(F)(F)F (configuration not stated)	0.37
Cc1c(S(=O)(=O)Nc2ccc3c(c2)OCCO3)sc2ccc(Cl)cc12	0.83
CCOC(=O)Cn1cnc2sc(-c3ccccc3)cc2c1=O	0.62
Cc1ccc(S(=O)(=O)c2ccc(-c3ccccc3)cc2)cc1	-0.37
Cc1cc(=O)oc2c1c(C(F)(F)F)nn2C	-1.9
COC(=O)C1=C(C)NC(C)=C(C(=O)OC)C1c1cccc(C)n1	-0.04
CC(C)c1ccc2oc3nc(N)c(C(=O)O)cc3c(=O)c2c1	-0.03
C=CCNC(=O)c1cnn2c(C(F)F)cc(-c3ccc(C)cc3)nc12	2.9
Cc1cc(O)cc(=O)n1Cc1ccc2c(c1)OCO2	-1.3
Nc1ccc2nn(-c3ccccc3)nc2c1	-2.3
CC(=O)[C@@]1(O)C(C)CC2C3CC[C@H]4CC(O)CCC4(C)C3[C@H](O)CC21C (some centres not stated)	-0.57
COc1cc2c(cc1OC)C(C)N(C(=O)c1sc(-c3cnccn3)nc1C)CC2 (configuration not stated)	-1.1
CC1(C)CC(=O)C(SC(F)(F)F)C(=O)C1	1.3
COc1ccc(C(=O)Nc2cc(C#N)c3sc4ccccc4n3c2=O)cc1	-0.34
CSc1scc2c1/C(=N\O)CC(C)(C)C2	8.4
O=C(CSc1ccc(C(F)(F)F)cn1)c1ccc(Cl)cc1	1
COc1ccc(-c2csc(Nc3ncccn3)n2)cc1OC	0.07
CCCn1c(SC)nnc1SC	-0.11
CN(C)CCN1C(=O)C(O)=C(C(=O)c2cccs2)C1c1ccccc1F (configuration not stated)	1
Cc1cc(C)c(S(=O)(=O)Nc2cccc3cccnc23)c(C)c1	4.5*
Cc1ccc(S(=O)(=O)N/N=C(/c2ccccc2)c2ccc(OCC(C)C)cc2)cc1	-1.8
Cc1ccc(C(=O)CC2(O)C(=O)N(C)c3ccc(Br)cc32)c(C)c1 (configuration not stated)	0.79
Oc1ccc(CNC2CCCCC2)cc1	2.2
CN(C)c1ncnc(Oc2ccc(Cl)cc2)c1[N+](=O)[O-]	-0.04
O=C(CCc1ccccc1)OCC(=O)c1ccc(Br)cc1	0.63
Cc1cccc(NC(=O)Nc2ccc(F)cc2)n1	1.3
COC(=O)CSC1=C(C#N)C(c2cccc(Cl)c2)CC(=O)N1 (configuration not stated)	-1.5
CCOC(=N)c1ccc(F)c(Cl)c1	1.3
O=C1N=C(c2ccccc2)C(c2ccccc2)N1 (configuration not stated)	2.9
CCOC(=O)c1sc(N2C(=O)C(O)=C(C(=O)c3ccco3)C2c2ccc(C(C)(C)C)cc2)nc1C (configuration not stated)	0.63
CSc1nc2sc3c(c2c(=O)n1-c1ccccc1)CCC(C)C3 (configuration not stated)	0.77
CCOC(=O)c1ccc2c(=O)c(C(=O)OCC)c[nH]c2c1	-1.1
O=S1(=O)C=CC(Sc2nc3ccccc3[nH]2)C1 (configuration not stated)	2.6
COc1ccc(C(=O)Cn2c3ccccc3n3nc(-c4ccco4)nc23)cc1OC	-0.93
COc1ccccc1N1C(=O)C2C3c4ccccc4C(c4ccccc43)C2C1=O (configuration not stated)	-0.08
Cc1cn(CCC(=O)Nc2ccc(F)cc2)c2ccccc12	1.1
COc1ccc(-c2cc(-c3ccccc3O)[nH]n2)cc1OC	5*
O=C1NC2(CCN(Cc3ccccc3)CC2)Oc2ccccc21	0.37
CCO/C=C1\C(=O)N(c2ccccc2)C(=O)c2cc(OC)ccc21	3.3*
CSc1c(-c2ccccc2)c(N)nn1S(=O)(=O)c1ccccc1	1.1
Nc1ccccc1Sc1nc2cc(Cl)ccc2s1	-1.3
CCCc1nnc(N2C(=O)c3oc4ccc(F)cc4c(=O)c3C2c2ccc(C)cc2)s1 (configuration not stated)	0.93
Oc1cccc2ccc(Nc3ccccn3)nc12	-0.23
O=C(CN1C2=NCCCN2c2ccccc21)c1ccc(O)cc1	0.16
O=C(Cc1nn[nH]n1)Nc1ccc(F)c(Cl)c1	-0.27
CC(C)[N+](C)(CCOC(=O)C1c2ccccc2Oc2ccccc21)C(C)C	0.13

Some of the entries so far, field by field:
Molecule: Cc1cn(CCC(=O)Nc2ccc(F)cc2)c2ccccc12
  Dicer inh: 1.1

Molecule: COc1ccc(-c2cc(-c3ccccc3O)[nH]n2)cc1OC
  Dicer inh: 5*

Molecule: O=C1NC2(CCN(Cc3ccccc3)CC2)Oc2ccccc21
  Dicer inh: 0.37

Molecule: CCO/C=C1\C(=O)N(c2ccccc2)C(=O)c2cc(OC)ccc21
  Dicer inh: 3.3*

Following part
SMILES	Dicer inh
COC(=O)CC1Oc2ccccc2-n2cc(-c3ccccc3)nc21 (configuration not stated)	-0.38
CCOC(=O)c1cn2nc(Oc3ccc(N4CCN(C(C)=O)CC4)cc3)ccc2n1	1.6
COc1ccc(C2CC(=O)C3=C(C2)NC(C)=C(C(=O)OCC(C)C)C3c2ccc(O)c(OC)c2)cc1 (configuration not stated)	1.7
C/C(=N\NC1=NCCN1)c1ccc(C)cc1	-0.13
COc1ccc(NC(=O)CSCC(=O)O)cn1	-0.03
NC(=NC(=O)c1cccc(Cn2cc(C(F)(F)F)ccc2=O)c1)c1ccc(C(F)(F)F)cc1	-0.86
CCN1CCn2c3c(c4cc(C)ccc42)CCCC31 (configuration not stated)	2.4
S=C(NCC1CCCC1NC(=S)NC1CC2C=CC1C2)NC1CC2C=CC1C2 (configuration not stated)	-1.2
COc1ccc(/C=C(\C#N)C(N)=O)c(OC)c1	0.38
CSc1nn(CSc2n[nH]c(-c3ccccc3F)n2)c(=S)s1	0.68
C=CCN1C(=O)C2(/C(=C(/O)c3ccc(OC)cc3)C(=O)C(=O)N2CCCOC)c2ccccc21 (configuration not stated)	3.2*
CC1CN=C(c2ccccc2)c2ccccc2C(=O)O1 (configuration not stated)	-0.71

Of the compounds above, these contain an NH in an aromatic ring:
SMILES	Dicer inh
CCOC(=O)c1ccc2c(=O)c(C(=O)OCC)c[nH]c2c1	-1.1
O=S1(=O)C=CC(Sc2nc3ccccc3[nH]2)C1 (configuration not stated)	2.6
COc1ccc(-c2cc(-c3ccccc3O)[nH]n2)cc1OC	5*
O=C(Cc1nn[nH]n1)Nc1ccc(F)c(Cl)c1	-0.27
CSc1nn(CSc2n[nH]c(-c3ccccc3F)n2)c(=S)s1	0.68

Additional structures follow:
SMILES	Dicer inh
Cn1c2c(c(=O)n(C)c1=O)C(c1ccc(-c3ccccc3)cc1)C1=C(N2)c2ccccc2C1=O (configuration not stated)	-0.25
NC[C@H]1O[C@H](O[C@H]2[C@H](O)[C@@H](O[C@H]3O[C@H](CO)[C@@H](O)[C@H](N)[C@H]3O)[C@H](N)C[C@@H]2N)[C@H](O)[C@@H](O)[C@@H]1O	0.51
O=C1C(=O)N(CCCN2CCOCC2)C(c2ccccc2F)/C1=C(\O)c1ccc(Cl)cc1 (configuration not stated)	-2.6
COc1ccc2c(c1)CCCN2Cc1c[nH]c2ccccc12	-1.9
CC(C)C(=O)NS(=O)(=O)c1ccc(NS(C)(=O)=O)cc1	1.4
CCOC(=O)CSc1nc(NC#N)nc(N(CC)CC)n1	0.17
CCOC(=O)c1c(C)nn(-c2ncccc2NC(=O)NC(C)C)c1C	0
Cc1cc(C)nc(N2N=C(CSc3nnc(C)s3)CC2=O)n1	-1.1
O=C1CC(c2ccccc2)Oc2cc(Cl)ccc21 (configuration not stated)	-1.6
O=C(NCc1ccc(S(=O)(=O)Nc2ccc3c(c2)OCCO3)s1)c1ccc(Cl)cc1	0.24
Fc1cccc(Cl)c1CSc1nnc(-n2cccc2)s1	2.6
CCOC(=O)N1CCN(CC(O)COc2c(C)cc(C)cc2C)CC1 (configuration not stated)	3.3*
O=C1Cc2ccccc2C(c2ccccc2)N1 (configuration not stated)	0.47
CC(C)(C)NCC(O)COc1cccc2c1CCC(=O)N2 (configuration not stated)	0.23
COC(=O)c1ccc(CN2C(=O)COc3ccc(Cl)cc32)o1	-0.42
CC(C)(C)c1ccc(-c2nc(S(=O)(=O)c3ccccc3)c(N3CCOCC3)o2)cc1	-5.3
Nc1c(Br)cc(Br)cc1CNC1CCC(O)CC1 (configuration not stated)	0.72
Cc1[nH]n(-c2ccccc2)c(=S)c1C=NC(C)Cc1ccccc1 (configuration not stated)	-5.8
Cc1ccc(-c2nnc3c4ccccc4c(C)nn23)cc1S(=O)(=O)N1CCCCC1	1.4
CC1CCC(C)(C)CN(c2ccc(C(F)(F)F)cc2[N+](=O)[O-])C1 (configuration not stated)	-0.85
Cc1nn(-c2ccccc2)c(C)c1-c1nc(-c2ccccc2)no1	0.28
COc1ccc(C2CC(C(F)(F)F)n3ncc(C(N)=O)c3N2)cc1 (configuration not stated)	0.95
CCOC(=O)Oc1ccc2c(=O)c(Oc3ccccc3Br)coc2c1	0.73
COc1ccc(Cc2nnc(SCC3CC3)n2-c2ccc(F)cc2)cc1OC	1
Nc1c(C(=O)Nc2ccc(Cl)cc2)oc2ccccc12	1.5
CN1C(=O)CC(c2ccsc2)Sc2ccccc21 (configuration not stated)	0.73
CC1(C)CC(=O)c2cnc(NCc3ccc(F)cc3)nc2C1	-0.57
CCCCCOC(=O)C1=C(C)NC2=C(C(=O)CCC2)C1c1ccc(OC)c(Br)c1 (configuration not stated)	-0.77
CN(C)CC1CCc2c(c3ccccc3n2C)C1=O (configuration not stated)	1.8
CN(C)c1ccc(CC2C(=O)Nc3ccccc32)cc1 (configuration not stated)	2
CCN(CC)C(=O)Oc1nnc(SC(C)C)n1-c1ccc(Cl)cc1	1.2
CCOC(=O)CC1Sc2ccccc2NC1=O (configuration not stated)	1.7
Cc1ncc([N+](=O)[O-])n1S(=O)(=O)c1ccc2c(c1)OCCO2	0.39
Cc1ccc(C(=O)/C=C/Nc2ccc(Cl)cc2)cc1	1.3
N#Cc1c(-c2ccc(Cl)cc2)nc(SCc2ccccc2)[nH]c1=O	1.2
Cc1ccc(/C(O)=C2/C(=O)C(=O)N(c3cccnc3)C2c2cccc(O)c2)cc1 (configuration not stated)	0.33
CCCc1c(C(=O)Nc2cc(C(C)(C)C)on2)cnn1-c1ccccc1	-2.3
C[n+]1ccn(CC(=O)c2ccccc2)c1	1.1
Cc1ccc(C2c3c(n(C)c(=O)n(C)c3=O)N=C3c4ccccc4C(=O)C32)cc1Cl (configuration not stated)	-0.7
O=C1C(=O)N(c2cccnc2)C(c2ccc(O)cc2)/C1=C(\O)c1ccc(Cl)cc1 (configuration not stated)	0.32
CCOC(=O)C1C2C=CC3(CN(c4ccc(CC)cc4)C(=O)C13)O2 (configuration not stated)	-0.36
COC(=O)c1[nH]c2ccccc2c1C(=O)OC	-1.2
CCCC1CC(C)(c2csc(Cc3ccc(OCC)cc3)n2)OC1=O (configuration not stated)	4.9*
Oc1ccc2ccccc2c1CNc1nc(-c2ccccc2)cs1	-2.2
CC(=O)Nc1ccc(S(=O)(=O)Nc2nc3ccccc3nc2Nc2ccc(C)cc2)cc1	0.31
O=C(c1cc2nc(-c3ccc(Cl)cc3)cc(C(F)(F)F)n2n1)N1CCOCC1	-1
C#CCN1C(=O)C(O)(CC(=O)c2cccc3ccccc23)c2ccccc21 (configuration not stated)	0.17
Cn1cc(Cl)c(/C=C(\C#N)C(=O)c2ccc(Cl)cc2)n1	0.36
COC(=O)Cn1c(=O)oc2ccc(C)cc21	3.7*
CCOc1cc(S(=O)(=O)n2ccnc2C(C)C)ccc1Cl	-0.48
COc1ccc(CC(=O)c2ccc(C(=O)Cc3ccc(OC)c(OC)c3)cc2)cc1OC	1.2
CCOC(=O)c1cnn(-c2c(Cl)cc(Cl)cc2Cl)c1C	-0.52
COc1ccc(C2c3c(oc4cc(C)c(C)cc4c3=O)C(=O)N2c2ccccn2)cc1 (configuration not stated)	-0.09
CCOC(=O)NN1C(=O)c2cccc3cccc(c23)C1=O	-0.31
Cc1ccc2oc(-c3ccc(F)cc3)c(O)c(=O)c2c1	0.72
Cc1ccc(C(=O)CC2(O)C(=O)N(C)c3ccccc32)o1 (configuration not stated)	1.4
CC1=C(Oc2ccc(Cl)cc2)C(C)(O)N=C(C(F)(F)F)N1 (configuration not stated)	1.1
CCOC(=O)NC(=S)N1CCOCC1	1.1
COc1ccc(Nc2cc(-c3ccccc3)nc3ncnn23)c(OC)c1	3.7*
O=C(c1ccccc1)c1c(O)c(-c2ccccc2)c(=O)n(-c2ccccc2)c1-c1ccccc1	-0.06

Copied from the results shown (two entries):
SMILES	Dicer inh
COc1ccc(Nc2cc(-c3ccccc3)nc3ncnn23)c(OC)c1	3.7*
O=C(c1ccccc1)c1c(O)c(-c2ccccc2)c(=O)n(-c2ccccc2)c1-c1ccccc1	-0.06

Following part.
SMILES	Dicer inh
CCCCc1c(O)nc(SCCC(=O)O)[nH]c1=O	-0.2
Cc1cc(C)n(NC(=S)NC2CCCCC2)c(=O)c1C#N	-0.82
CCCN1CN=C(Nc2nc(C)c3cc(CC)ccc3n2)NC1	-0.57
CCOC(=O)c1cnc(Nc2ccc(C)cc2)nc1C(F)(F)F	-0.54
O=c1c(Cl)c(N2CCCC2)cnn1-c1c(Cl)cc(C(F)(F)F)cc1Cl	-0.42
Cc1ccc(C(=O)COc2cc(C)nc3nncn23)cc1	0.26
CCOC(=O)c1cnc(-c2ccccn2)[nH]c1=O	2.3
